dFosB activator = enhances mouse delta FosB homodimer DNA binding; P13346; purified delta FosB, TAMRA-CDK5 oligo fluorescence polarization; percent of positive-control signal above neutral wells; activation, % at 25 µM; 340,000 compounds, 0.99% hits; AID 493131;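 active means mean activation above about 17%, with every replicate also reaching it, limit read from the data, passing the limit was not always enough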;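 further: fluorescence polarization rise as delta FosB binds a TAMRA Cdk5 AP-1 oligo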
NSD2 inh = blocks human histone methyltransferase NSD2; O96028; NSD2 peptide methylation, AlphaScreen, 120 min; inhibition, % at 12.5 µM; 310,000 compounds, 0.54% hits; AID 743445; in the data active means inhibition above about 50%
Target sequence (O96028 whole entry, looked up): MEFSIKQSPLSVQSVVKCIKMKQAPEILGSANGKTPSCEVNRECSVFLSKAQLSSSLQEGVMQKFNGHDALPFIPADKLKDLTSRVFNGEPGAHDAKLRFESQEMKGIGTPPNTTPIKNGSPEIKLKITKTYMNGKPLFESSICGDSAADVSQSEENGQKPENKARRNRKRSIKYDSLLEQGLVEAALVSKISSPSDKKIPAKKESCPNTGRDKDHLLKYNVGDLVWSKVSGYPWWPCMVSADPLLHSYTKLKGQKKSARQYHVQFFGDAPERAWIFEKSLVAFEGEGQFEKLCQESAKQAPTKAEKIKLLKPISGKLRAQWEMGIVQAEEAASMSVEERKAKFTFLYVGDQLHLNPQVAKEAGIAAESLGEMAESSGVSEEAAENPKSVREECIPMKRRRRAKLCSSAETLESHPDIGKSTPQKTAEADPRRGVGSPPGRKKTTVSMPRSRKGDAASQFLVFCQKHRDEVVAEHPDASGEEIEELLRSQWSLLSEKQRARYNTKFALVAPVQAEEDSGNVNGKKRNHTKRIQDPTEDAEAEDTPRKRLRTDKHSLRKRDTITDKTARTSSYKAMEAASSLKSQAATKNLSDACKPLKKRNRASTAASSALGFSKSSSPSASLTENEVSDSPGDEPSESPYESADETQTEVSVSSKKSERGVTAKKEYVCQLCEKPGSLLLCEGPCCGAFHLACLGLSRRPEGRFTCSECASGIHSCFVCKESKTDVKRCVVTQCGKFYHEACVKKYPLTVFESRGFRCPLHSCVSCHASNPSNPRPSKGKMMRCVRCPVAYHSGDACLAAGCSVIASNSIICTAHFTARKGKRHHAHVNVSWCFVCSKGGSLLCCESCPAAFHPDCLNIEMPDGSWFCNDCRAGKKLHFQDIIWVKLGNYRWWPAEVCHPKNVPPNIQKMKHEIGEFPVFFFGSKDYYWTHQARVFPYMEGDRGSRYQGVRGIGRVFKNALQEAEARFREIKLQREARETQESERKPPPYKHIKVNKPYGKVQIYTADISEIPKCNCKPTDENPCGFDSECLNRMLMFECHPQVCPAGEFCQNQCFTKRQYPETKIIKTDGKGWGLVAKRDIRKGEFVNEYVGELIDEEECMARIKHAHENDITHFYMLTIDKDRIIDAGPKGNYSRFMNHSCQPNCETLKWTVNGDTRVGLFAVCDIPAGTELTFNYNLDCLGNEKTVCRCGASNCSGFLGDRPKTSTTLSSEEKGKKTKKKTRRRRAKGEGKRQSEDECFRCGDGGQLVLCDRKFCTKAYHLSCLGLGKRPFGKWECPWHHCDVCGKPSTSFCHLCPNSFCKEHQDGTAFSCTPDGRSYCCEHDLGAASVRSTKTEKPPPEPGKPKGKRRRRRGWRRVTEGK
Pemphigus Ab inh = blocks pemphigus antibody binding to human desmoglein-3 | 310,000 compounds, 0.48% hits | P32926 | DSG3-coupled beads, scFv-anti-DSG3-GFP binding, flow cytometry; stronger effect = lower value | binding (percent of control), % at 10 µM;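 active means binding more than 3 SD below its plate's average and above zero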; further: some compounds called inactive have numbers as strong as hits
PKA-R2B act = activates the human PKA-R2B holoenzyme complex; P22694+P31323; PKA-R2B holoenzyme dissociation, Cy5-IP20 fluorescence polarization; R2B truncated from residue 108, S112A mutant; 0% DMSO only, 100% 113 µM cGMP; activation, % at 11.4 µM; 340,000 compounds, 0.079% hits;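 active means activation above a cutoff set at the mean over all compounds plus 3 SD, cut at about 18% in these data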;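 further: higher means more holoenzyme dissociation and a rise in polarization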
PKA-R1A activ = activators of PKA-R1A complex; AID 504707; P00514+P68181; activation, % at 11.4 µM; 340,000 compounds, 0.083% hits; PKA-R1A dissociation, Cy5-IP20 fluorescence polarization; scaled: DMSO 0%, 113 µM cGMP 100%;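 active means percent activation above the mean of all tested compounds plus 3 SD, cut at about 19% in these data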;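 further: higher means more PKAc released from R1A so a rise in polarization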
SR-BI uptake up = activators of SR-BI mediated HDL lipid uptake; CHO ldlA[mSR-BI] cells, DiI-HDL uptake fluorescence, 3 h; 100 = double the neutral-control signal; activation, % at 12.5 µM; 320,000 compounds, 0.096% hits; AID 504775;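 active means mean replicate activation of at least 60% and every replicate at or above 60%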;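 further: 0% = median plate neutral-control signal and 100% = twice that signal; values of inactives mirror those of a sister screen read the other way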
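Assay system: CHO ldlA[mSR-BI] cells, LDL receptor-null, SR-BI overexpressing; medium: Ham's F12 with 0.5% BSA, HEPES 25 mM, pH 7.4; also added: DiI-HDL 10 µg/mL; timing: 3 h uptake period with compound, 37 °C; signal: DiI fluorescence, bottom read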
SR-BI HDL uptake = inhibitors of mouse SR-BI mediated HDL lipid uptake; ldlA[mSR-BI] CHO cells, DiI-HDL uptake fluorescence, 3 h; inhibition, % at 12.5 µM; 320,000 compounds, 0.96% hits; AID 488896; Q61009;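 active means mean replicate inhibition of at least 70% and a set share of replicates each scoring 70 or more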;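 further: 0% = median of neutral control wells and 100% = median of positive control wells; values of inactives mirror those of a sister screen read the other way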
MITF act = increases MITF-driven TRPM1 promoter luciferase signal | 300,000 compounds, 0.75% hits | AID 588334 | SK-MEL-5 TRPM1-promoter luciferase, 24 h; % of positive control, neutral wells = 0 | activation, % at 12.5 µM;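 active means mean activation of at least 80% with every replicate also reaching 80%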;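 further: 0% = neutral control wells and 100% = parthenolide positive control wells; values of inactives mirror those of a sister screen read the other way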
Mot1-301 SUMO = blocks SUMOylation pathway, rescuing yeast Mot1-301 growth | growth rescue, % at 18.8 µM | 320,000 compounds, 1% hits | S. cerevisiae Mot1-301 growth rescue, ATP luminescence, 38.5C; percent above DMSO median, 100 means doubled;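 active means every valid replicate shows activation above 250% relative to neutral control wells; inactive means the rest, any valid replicate at or below 250%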;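 further: OY570 slx delta 5 strain wells were the positive control but not used for scaling; some compounds called inactive have numbers as strong as hits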
Arr AP2 block = inhibitors of human beta-arrestin and AP2 interaction | 340,000 compounds, 0.31% hits | FITC-arrestin peptide / GST-AP2 beads, flow cytometry; AP2 beta2 appendage carries R879A mutation | inhibition, % at 10 µM;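 active means inhibition above a set limit, near 3 SD of compounds lacking own fluorescence, cut at about 54% in these data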;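 further: plate controls were DMSO wells for no effect and 5 µM unlabelled arrestin peptide for full effect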
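Material – GST-tagged AP2 beta2-adaptin appendage (R879A) on 4 µm glutathione beads · Probe or stimulus – fluorescein-tagged arrestin peptide at 50 nM final · Timing – 12 min plus 1 h, RT · Detection – bead flow cytometry, FITC channel · Read-out basis – inhibition as reduced fluorescein signal on beads, percent · Medium – PBS plus Tween 20 (0.05%) and BSA (0.1%)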
CDK5 inh = blocks human CDK5/p35 kinase activity | AID 488839 | Recombinant CDK5/p35, ADP-Glo luminescence, 60 min | 330,000 compounds, 0.01% hits | Q00535+Q15078 | inhibition, % at 10 µM;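 active means highest replicate inhibition of at least 50% and at least 75% of replicates reaching 50%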;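 further: plate controls were DMSO neutral control for no effect and GW8510 at 10 µM for full effect; many of its hits are not listed in these tables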
Active calls of the source: *; i = inactive; / = not tested or not shown; + = active, no number.

Results follow in this order: dFosB activator, NSD2 inh, Pemphigus Ab inh, PKA-R2B act, PKA-R1A activ, SR-BI uptake up, SR-BI HDL uptake, MITF act, Mot1-301 SUMO, Arr AP2 block, CDK5 inh
1. O=C(CCCn1c(=S)[nH]c2cc3c(cc2c1=O)OCO3)NCc1cccc(Cl)c1
 : 9, 0, /, 8, -1, -18, 18, -4, 0, -4, 0.9
2. CCOC(=O)NC(=O)COC(=O)c1cccc2ccccc12
 : -4, -6, 124, -3, -2, 8, -8, 7, 110, 4, -0.2
3. CCO[C@H]1OC(C(=O)N2CCN(C)CC2)=C[C@@H](C(C)(C)C)[C@@H]1CCCO
 : 6, /, 102, -8, 4, 14, -14, 7, 13, 27, 0.4
4. COc1ccc(N2CCN(C(=O)CCS(=O)(=O)c3cccc4nsnc34)CC2)cc1
 : 0, -1, 100, 1, 2, -2, 2, 0, -12, 30, 2.0
5. CCCN(CC(=O)Nc1ccccc1OC)C(=O)c1ccccn1
 : 5, /, 97, 0, -11, 34, -34, -8, -1, -1, -1.6
6. CN(CCCCCCCCC(=O)/C=N/O)Cc1ccccc1
 : -6, 8, 107, -14, 4, 2, -2, -2, -3, 4, 0.4
7. Cc1cccc(OCCCC(=O)Nc2ccc(Br)cc2)c1
 : 6, 12, 101, -3, -8, -13, 13, -1, 36, -8, 0.9
8. Cc1ccc(OCCNC(=O)c2cc(C(=O)NCCOc3ccc(C)cc3)cc([N+](=O)[O-])c2)cc1
 : 3, -3, 93, -12, -7, -71, 71*, -4, -20, -10, 1.8
9. CCOc1ccc(CCNC(=O)COC(=O)COc2ccc(C(C)=O)cc2)cc1OCC
 : -3, -2, 98, -9, 10, 26, -26, 1, +, 8, 0.4
10. Cc1ccccc1S(=O)(=O)Oc1cccc2c(O)cccc12
 : -5, 30, 104, 3, -9, -5, 5, 9, -33, 13, 1.2
11. Cn1c(=O)c2c(nc(Cl)n2Cc2ccncc2)n(C)c1=O
 : 0, 0, 95, -5, -9, 25, -25, 4, -4, -2, -0.7
12. CCC(C)NC(=O)c1cccc(C)c1 (configuration not stated)
 : 6, -4, 96, -3, 1, /, /, 0, -1, -13, -0.5
13. CCCCCC(=O)NC(=S)NC1C2CC3CC(C2)CC1C3 (configuration not stated)
 : -11, 1, /, 9, -4, 9, -9, 15, -20, 19, 0.4
14. Cc1cc(C)c2nc3nc(C)c(C)cc3c(N)c2c1
 : 26*, 2, 99, 1, -2, -13, 13, -49, /, 2, -0.2
15. C=C(C)Cn1c(COc2ccccc2)nnc1SCC(=O)O
 : 3, 0, 98, -4, -13, 20, -20, -1, -3, 18, -0.8
16. COc1ccc(/C=C2\CN(Cc3ccccc3)C/C(=C\c3ccc(OC)cc3)C2=O)cc1
 : -18, 1, 98, 0, -6, -18, 18, -11, -6, /, 0.7
17. CCCCCCC(CC(=O)NCc1cccnc1)CC(=O)NCc1cccnc1
 : -7, 0, 114, -2, 0, 41, -41, /, -14, 26, 0.2
18. N#Cc1cccc(S(=O)(=O)NCc2nnc3ccccn23)c1
 : 5, 3, /, -1, -2, -5, 5, 5, -11, -4, 0.7
19. O=C(c1cc(C(=O)N2CCCC2)cc([N+](=O)[O-])c1)N1CCCC1
 : -4, 2, 90, 3, -7, -7, 7, -2, 519, 31, 1.6
20. CCSc1ccccc1C(=O)NCCCn1ccnc1
 : 8, -4, /, -8, -1, -16, 16, /, -23, -13, -0.7
21. Cc1ccccc1Nc1ncccc1C(=O)N1CCOCC1
 : 3, 8, 98, -3, -3, 5, -5, /, -22, 2, -1.8
22. Cc1cc(C)c(C#N)c(OCC(=O)c2ccccc2)n1
 : -13, 12, 106, -4, -4, -22, 22, -10, -7, -6, 0.4
23. CC(Oc1ccc(F)cc1)C(=O)Nc1ccccc1N1CCCCC1 (configuration not stated)
 : -14, -1, /, -5, 7, -60, 60, -10, 1, -6, 1.0
24. CCOC(=O)C1CCCN(C(=O)COc2ccc(C(=O)c3ccccc3)cc2)C1 (configuration not stated)
 : -13, 0, 105, 5, 10, 1, -1, -1, /, 32, -1.0
25. Cc1cc(C)c(S(=O)(=O)/N=C2\C=C(NS(=O)(=O)c3ccccc3)C(=O)c3ccccc32)c(C)c1
 : -14, 44, 99, -10, 6, -1, 1, -22, -5, 6, 3.1
26. COCCNC(=S)N(CCc1c(C)[nH]c2ccc(F)cc12)Cc1ccc(C)cc1
 : -5, 3, 99, 0, -9, /, /, -3, 13, 1, 1.5
27. CCCC(C(=O)NC1CCCCC1)N(CC1CCCO1)C(=O)CNS(=O)(=O)c1ccc(F)cc1 (configuration not stated)
 : -5, 2, 104, 1, 5, -21, 21, 2, -21, 2, 0.5
28. CC(C)CCn1c(NCCc2ccccc2)nc2c1c(=O)n(C)c(=O)n2C
 : -1, /, 102, -1, -1, -27, 27, 4, 6, 2, -0.3
29. Cc1cccc(C)c1NC(=O)COC(=O)Cc1ccsc1
 : 0, 17, 84, 2, 5, 3, -3, 1, -7, 10, -0.7
30. Cc1c(C(=O)Nc2nnc(C3CC3)s2)oc2ccccc12
 : -22, 0, 107, -6, -1, 7, -7, 65, 1, 26, -0.1

Reformatted: 5 of the compounds above
entry | mol | dFosB activator | NSD2 inh | Pemphigus Ab inh | PKA-R2B act | PKA-R1A activ | SR-BI uptake up | SR-BI HDL uptake | MITF act | Mot1-301 SUMO | Arr AP2 block | CDK5 inh
14 | Cc1cc(C)c2nc3nc(C)c(C)cc3c(N)c2c1 | 26* | 2 | 99 | 1 | -2 | -13 | 13 | -49 | / | 2 | -0.2
15 | C=C(C)Cn1c(COc2ccccc2)nnc1SCC(=O)O | 3 | 0 | 98 | -4 | -13 | 20 | -20 | -1 | -3 | 18 | -0.8
16 | COc1ccc(/C=C2\CN(Cc3ccccc3)C/C(=C\c3ccc(OC)cc3)C2=O)cc1 | -18 | 1 | 98 | 0 | -6 | -18 | 18 | -11 | -6 | / | 0.7
17 | CCCCCCC(CC(=O)NCc1cccnc1)CC(=O)NCc1cccnc1 | -7 | 0 | 114 | -2 | 0 | 41 | -41 | / | -14 | 26 | 0.2
18 | N#Cc1cccc(S(=O)(=O)NCc2nnc3ccccn23)c1 | 5 | 3 | / | -1 | -2 | -5 | 5 | 5 | -11 | -4 | 0.7

More records:
Results follow in this order: dFosB activator, NSD2 inh, Pemphigus Ab inh, PKA-R2B act, PKA-R1A activ, SR-BI uptake up, SR-BI HDL uptake, MITF act, Mot1-301 SUMO, Arr AP2 block, CDK5 inh
31. Cc1cccc2cc(CN(Cc3nnnn3Cc3ccco3)C3CCCC3)c3nnnn3c12
 : -8, -1, 97, -9, -11, -52, 52, /, 6, 31, 0.7
32. CN(Cc1ccccc1)S(=O)(=O)c1ccc2c(c1)n(C)c(=O)n2C
 : -10, -6, 104, -2, -22, 0, 0, -1, 610, 5, 1.8
33. CCC1(c2ccc(F)cc2)NC(=O)N(CC(=O)Nc2cccc(S(=O)(=O)N3CCCC3)c2)C1=O (configuration not stated)
 : -12, 0, 108, 10, -5, 4, -4, -2, /, 7, -0.8
34. COc1cccc(/C=N\NC(=O)c2ccc(C)nc2)c1
 : -9, -1, 109, -5, -9, -10, 10, 2, 7, -20, 0.1
35. COc1ccccc1OCc1ccc(C(=O)N2CCN3CCCC3C2)cc1 (configuration not stated)
 : -4, -2, 113, -2, -8, -17, 17, 10, 18, -5, 1.4
36. c1ccc(CN2CCN(Cc3c[nH]c4ccccc34)CC2)cc1
 : -12, 1, 101, 0, -6, 10, -10, 0, -13, -1, -0.3
37. Cc1ccc(S(=O)(=O)CCC(=O)N2CCN(c3ccccc3O)CC2)cc1
 : -2, 0, 97, -13, 9, 28, -28, 0, 12, 24, -1.8
38. COc1ccc(/C=N/N=C/c2ccc(OC)c(OC)c2)cc1OC
 : 1, -2, 107, 1, -3, -55, 55, /, 1, 3, -0.6
39. O=C(Nc1cccn(Cc2ccccc2Cl)c1=O)NC1CCCCC1
 : -3, 1, 105, -3, -17, -13, 13, 7, -12, 9, 0.2
40. COc1ccc(Cl)cc1S(=O)(=O)NCc1cccnc1
 : 0, 24, 100, 11, -4, -13, 13, 4, 26, 1, -0.6
41. CC(=O)Nc1ccc(NC(=O)COC(=O)[C@@H]2CCCN2C(=O)c2cccs2)cc1
 : -3, -2, 133, 2, -10, -5, 5, -5, -3, -18, -5.0
42. CCc1c(C)sc(NC(=O)c2ccoc2C)c1C(N)=O
 : -3, -2, /, 9, -5, -29, 29, 18, -5, 13, -4.0
43. CC(C)Cn1c(SCC(=O)c2c(N)n(C)c(=O)n(C)c2=O)nc2ccccc21
 : 11, 0, 107, 1, -7, -16, 16, -1, i, 7, 0.3
44. COC(=O)C1=C(C(=O)OC)[C@]2([C@H]3CCCCN[C@@H](Cc4ccccc4)C(=O)N3Cc3ccccc3)C=C[C@H]1O2
 : -15, /, 119, -9, -3, 27, -27, -16, 4, 7, -1.2

A few values from the entries so far.
NSD2 inh with entry 39 reads 1
Arr AP2 block with entry 35 reads -5
SR-BI uptake up with entry 36 reads 10

Screening results: PubChem BioAssay, several laboratories
